NOD2 inhibition: inhibition of NOD2-driven NF-kB reporter – cell-based, luminescence, uHTS, HEK293 (AID 1566); HEK293 NOD2/NF-kB luciferase reporter, luminescence; higher % means a stronger effect; inhibition, % at 4 µM; hits with a dose series show EC50 in µM; 0.63% of 290,000 active; further: many of its hits are not listed in these tables
Yfh1-off respiration: enhancers of respiration in Yfh1-depleted yeast, dose response, Friedreich's ataxia, plus single-dose screen (AID 1465); S. cerevisiae Yfh1-off respiration, WST-1 reduction, 72 h; higher fold induction means a stronger effect; fold induction at 50 µM; hits with a dose series show EC50 in µM; 0.074% of 220,000 active;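 active means fold induction of absorbance versus untreated yeast above a set limit, then at least 30% activation at any dose in follow-up; inconclusive means repeats straddling the limit, or above it without dose testing; inactive means fold induction below the set limit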;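 further: activators that raise dye reduction in frataxin-depleted yeast; strong numbers were not always called active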
KOR beta-arrestin-1: kappa opioid receptor blockers – cell-based, luminescence, uHTS (AID 1778); KOR beta-arrestin recruitment, luminescence, antagonist mode; higher % means a stronger effect; inhibition, % at 10 µM, or IC50 in µM where a hit was titrated; 0.091% of 290,000 active; further: strong numbers were not always called active
CSM14.1 death rescue: rescue of cells from ER stress-induced death, primary screen, 384-well, CSM14.1, thapsigargin, ATP luminescence (AID 1222) | 190,000 tested, under 10 active | CSM14.1 thapsigargin-induced death rescue, ATP luminescence; higher % means a stronger effect | cellular ATP content (survival), % at 20 µM; hits with a dose series show EC50 in µM;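 active means EC50 below 50 µM in the dose-response confirmation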;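 further: death triggered by thapsigargin at about 15 µM added after 2 h compound pretreatment; cell ATP read after overnight thapsigargin exposure of roughly 18 to 22 hours; normalized against plate controls of thapsigargin alone and 5% DMSO vehicle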
TNAP activators: stimulation of alkaline phosphatase TNAP activity – biochemical, luminescent, no phosphate acceptor, uHTS, primary screen (AID 1001). 0.03% of 200,000 active. one-dose activation fold at 20 µM; EC50 in µM for titrated hits. purified TNAP, luminescent activation assay, no phosphate acceptor; higher activation fold means a stronger effect; in the data active means activation fold from about 3, or a potency from the dose series; inactive means the rest, 99 in 100 with activation fold below about 1.6; further: many of its hits are not listed in these tables
NOD1 NF-kB reporter: NOD1 signaling inhibitors, primary screen, cell-based, luminescence, uHTS (AID 1578). NOD1-driven NF-kB luciferase reporter cells, luminescence; higher % means a stronger effect. inhibition, % at 4 µM; hits with a dose series show EC50 in µM. 1% of 290,000 active; in the data active means inhibition mostly above about 36%, no sharp cut-off; inactive means mostly below about 34%;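 further: HEK-293T reporter cells stimulated with the NOD1 agonist gamma-tri-DAP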
NTR1 agonist: agonists of NTR1, primary screen, imaging, U2OS cells, beta-arrestin-GFP, high content (AID 493036); 0.17% of 330,000 active; activation, % at 20 µM; NTR1-U2OS beta-arrestin-GFP spot imaging, agonist mode;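 active means activation at or above 40% of the spot to cytoplasm intensity ratio, with at least 20 cells analyzed; inconclusive means wells under 20 cells, flagged as cytotoxic or low count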;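 further: 0% = DMSO without peptide and 100% = 100 nM NTR1 peptide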
Target sequence (P30989 whole entry, looked up): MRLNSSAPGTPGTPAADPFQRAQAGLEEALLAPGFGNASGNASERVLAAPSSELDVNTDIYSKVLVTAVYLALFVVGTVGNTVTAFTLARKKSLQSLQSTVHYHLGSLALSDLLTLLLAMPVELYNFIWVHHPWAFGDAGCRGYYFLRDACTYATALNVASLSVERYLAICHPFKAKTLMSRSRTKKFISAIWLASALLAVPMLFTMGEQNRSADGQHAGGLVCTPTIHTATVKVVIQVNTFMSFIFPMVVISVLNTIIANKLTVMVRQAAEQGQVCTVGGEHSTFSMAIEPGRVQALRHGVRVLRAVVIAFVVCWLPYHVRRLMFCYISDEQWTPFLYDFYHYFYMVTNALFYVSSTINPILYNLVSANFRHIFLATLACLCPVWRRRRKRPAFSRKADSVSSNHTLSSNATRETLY
KOR beta-arrestin-2: kappa opioid receptor activators – cell-based, luminescence, uHTS, primary screen (AID 1777). KOR beta-arrestin recruitment, luminescence; higher % means a stronger effect. 0.02% of 280,000 active. one-dose activation, % at 10 µM; EC50 in µM for titrated hits; in the data active means activation above about 50%, passing the limit was not always enough; further: a part of the inactive calls stands beside numbers as strong as those of hits
GPR55 activation: GPR55 agonists via beta-arrestin recruitment, primary screen, imaging, U2OS cells, beta-arrestin-GFP redistribution (AID 1961) | U2OS GPR55 beta-arrestin-GFP redistribution imaging; higher % means a stronger effect | one-dose activation, % at 10 µM; EC50 in µM for titrated hits | 0.048% of 290,000 active;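 active means activation above 40% with more than 50 cells counted in the well; inconclusive means wells holding fewer than 50 cells, flagged as toxic or sparse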;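 further: U2OS osteosarcoma cells stably expressing GPR55 and beta-arrestin-GFP; plate controls were DMSO negative control for no effect and LPI positive control for full effect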
NTR1 agonist cell count 20 µM: recorded beside NTR1 agonist, whose call it bears; cell count; measured here: cell count, cytotoxicity flag
* marks the source's active call; other numbers are inactive results; i = inactive; ? = inconclusive; . = no result given; [ ] = another dose, or the depositor's remark. Unless noted, no stated cut-off is given here; in the data, active means inhibition above about 50%; inactive means the rest.

SMILES	NOD2 inhibition	Yfh1-off respiration	KOR beta-arrestin-1	CSM14.1 death rescue	TNAP activators	NOD1 NF-kB reporter	NTR1 agonist	NTR1 agonist cell count 20 µM	KOR beta-arrestin-2	GPR55 activation
Cc1cc(C)c(C)c(S(=O)(=O)N2CCN(C)CC2)c1C	-17%	i	-15%[20 µM]	0.6%	1.1	-19%	0.3	43	-5.0%	-0.1%
O=C(CCCSc1ccccc1)Nc1nc(-c2ccco2)c(-c2ccco2)s1	1%	i	-7%	12%	1.1	-27%	.	.	3.9%	0.0%
COc1cccc(NC(=O)CCN2C(=O)c3ccccc3S2(=O)=O)c1	-18%	i	-13%	-1.3%	1	-41%	-0.1	79	-4.4%	-0.1%
Cc1ccccc1NC(=O)c1ccc(F)c(S(=O)(=O)N2CCN(c3ccccn3)CC2)c1	15%	i	-1%	1.2%	1.1	24%	0.8	70	5.2%	-0.1%
COc1ccc(-c2cn3cc(C)ccc3n2)cc1Br	-132%	i	-24%	-7.8%	1	-8%	3.8	51	5.3%	-0.3%
CC(C)(C)OC(=O)N1CSC[C@H]1C(=O)NC[C@H](CC(=O)O)c1ccc(Cl)cc1	3%	.	-5%	.	.	2%	1.8	56	8.7%	-0.1%
CC(=O)C1=C(O)C(=O)OC1c1ccc(Cl)cc1 (stereo not drawn)	16%	i	2%	.	.	1%	0.7	70	3.8%	-0.1%
Cc1ccc(C)c(Nc2nc3ccccc3n3cnnc23)c1	-17%	.	2%	.	.	-5%	11	83	-2.2%	-0.1%
COc1ccc(C(=O)Nc2ccccc2C(=O)Nc2ccc(C(=O)O)cc2)cc1	-14%	.	1%	.	.	-35%	-0.3	65	-0.3%	-0.2%
COc1ccc2cc(C#N)c(SCC(=O)Nc3nonc3C)nc2c1	-36%	.	-17%	.	.	-80%	1.2	46	-2.3%	-0.3%
COc1ccc(C(=S)N2CCOCC2)cc1OS(=O)(=O)c1ccc(Br)cc1	12%	.	6%	.	.	-8%	1.1	65	3.4%	-0.2%
N#Cc1ccccc1Sc1ccccc1C(=O)OCC(=O)NC1CCCCC1	-3%	i	-20%	-3.2%	1.1	-18%	12	43	27%	0.1%

In another format: results already given.
| mol | NOD2 inhibition | Yfh1-off respiration | KOR beta-arrestin-1 | CSM14.1 death rescue | TNAP activators | NOD1 NF-kB reporter | NTR1 agonist | NTR1 agonist cell count 20 µM | KOR beta-arrestin-2 | GPR55 activation |
| --- | --- | --- | --- | --- | --- | --- | --- | --- | --- | --- |
| CC(C)(C)OC(=O)N1CSC[C@H]1C(=O)NC[C@H](CC(=O)O)c1ccc(Cl)cc1 | 3% | . | -5% | . | . | 2% | 1.8 | 56 | 8.7% | -0.1% |
| Cc1ccccc1NC(=O)c1ccc(F)c(S(=O)(=O)N2CCN(c3ccccn3)CC2)c1 | 15% | i | -1% | 1.2% | 1.1 | 24% | 0.8 | 70 | 5.2% | -0.1% |

(listing goes on)
SMILES	NOD2 inhibition	Yfh1-off respiration	KOR beta-arrestin-1	CSM14.1 death rescue	TNAP activators	NOD1 NF-kB reporter	NTR1 agonist	NTR1 agonist cell count 20 µM	KOR beta-arrestin-2	GPR55 activation
Cc1cc(NS(=O)(=O)c2ccc(NC(=O)C(C)Oc3ccc(C(C)C)cc3)cc2)no1 (stereo not drawn)	21%	.	-18%	.	.	3%	0.0	41	1.4%	0.3%
CCCCc1ccc(-c2csc(/C(C#N)=C/c3ccc(C)o3)n2)cc1	13%	i	-13%	-0.9%	1	.	-1.2	90	1.8%	-0.1%
Cc1ccc(C(=O)NCCN2C3=NC[C@H](C)N3C[C@H]2Cc2ccc(O)cc2)cc1Br	-4%	i	-14%	-0.8%	1	-34%	3.9	37	25%	0.1%
N/C(CN1CCCC1=O)=N\OC(=O)c1ccccc1Cl	-26%	i	-4%	-0.3%	1	-34%	0.9	71	-1.5%	-0.3%
Cc1cccc(C)c1NC(=O)C1(NC(=O)Cn2cccc([N+](=O)[O-])c2=O)CCCCC1	-8%	i	3%	-2.9%	1.1	-36%	-1.2	45	4.0%	-0.3%
CC(C)CC(=O)Nc1ccc2c(c1)OCO2	3%	i	-38%[20 µM]	0.6%	1.1	-40%	-1.3	26	-1.2%	0.3%
CCOc1ccc(-n2ccnc2SCC(=O)NCc2ccc3c(c2)OCO3)cc1	13%	i	-13%	-0.5%	1.1	16%	-0.1	76	-0.4%	-0.1%
COc1ccc(/C=N/NC(=O)c2ccccc2OC)cc1COc1ccc(C)cc1	16%	.	-14%	.	.	11%	4.2	62	10%	0.3%
COc1ccc(-c2nc(N)n(C(=O)c3cccs3)n2)cc1	2%	i	-35%	-2.5%	0.8	-22%	0.8	61	6.0%	0.9%
NC(=O)C1CCN(c2ccc([N+](=O)[O-])cc2Cl)CC1	7%	i	-22%	-0.8%	1	-28%	-1.1	54	-0.5%	0.3%
CN1CCN(S(=O)(=O)c2cccc(C(=O)Nc3sc4c(c3-c3nc5ccccc5[nH]3)CCCC4)c2)CC1	-9%	i	-5%	0.3%	1.2	-16%	-1.4	67	3.9%	-0.3%
CCCCNC(=O)NCc1cnn(C)c1C	-11%	i	35%	-3.3%	1.1	-25%	0.8	62	-2.0%	-0.1%
CC(=O)c1ccc(NC(=O)c2ccc3snnc3c2)cc1	-32%	.	-7%	.	.	-48%	2.8	68	0.4%	0.3%
CCCN(CCC)S(=O)(=O)c1nc2nc(C)cc(C)n2n1	1%	i	3%	.	.	1%	-0.3	55	3.4%	-0.1%
Nc1nonc1-n1nnc(C(=O)N/N=C/c2ccco2)c1CSc1ccccc1	0%	.	-16%	.	.	25%	2.1	58	6.9%	-0.1%
CCNC(=O)NC(=O)C(C)OC(=O)CCCSc1nc2ccccc2s1 (stereo not drawn)	42%	i	22%	-2.1%	1.1	33%	0.6	36	0.2%	0.3%
Cc1ccc(Cn2ccsc2=NC(=O)COC(=O)c2ccc(O)cc2O)cc1	7%	.	-27%	.	.	-5%	2.9	51	11%	-0.1%
OCc1nc2ccccc2n1CCCOc1ccc(Br)cc1	-11%	i	32%	-2.5%	1.2	0%	2.9	61	-3.4%	0.0%
Cc1csc(Sc2nc3c(c(=O)[nH]c(=O)n3C)n2Cc2ccccc2Cl)n1	-8%	i	.	-1.4%	1.1	16%	1.5	86	3.7%	-0.2%
CC(=O)Nc1cc2c(cc1NC(=O)Cn1nc(-c3ccc4c(c3)OCCO4)ccc1=O)OCCO2	20%	i	-56%	-0.8%	1.1	-11%	-1.5	43	-3.5%	-0.2%
CCc1ccc(-c2cc(C)no2)cc1S(=O)(=O)N1CCCN(Cc2ccc(F)cc2)C1	13%	.	-44%	.	.	-14%	2.0	52	-5.7%	-0.1%
CCc1nnc(NC2=NCCC2)s1	6%	i	-48%	-2.7%	1	-2%	2.2	73	4.1%	-0.1%
CC(C)(Oc1ccc(Cl)cc1)C(=O)NC1CCSC1=O (stereo not drawn)	-9%	i	-5%	-0.3%	1.1	-31%	0.0	52	2.2%	-0.2%
CC1=C(C(=O)Nc2ccccn2)C(c2ccc(Cl)cc2Cl)NC(=S)N1 (stereo not drawn)	9%	i	-5%	2.0%	1.1	-20%	-0.8	68	-4.3%	0.7%
Cc1cc2c(SCC(=O)NC3CCCC3)ncnc2s1	15%	.	12%	.	.	-30%	-0.8	42	-2.7%	-0.1%
COc1ccc(OC)c(NC(=O)NNS(=O)(=O)c2ccc(C)cc2C)c1	8%	.	16%	.	.	-3%	1.0	69	-4.3%	0.4%
CCCS(=O)(=O)N1CCC(C(=O)NC2CCC(C)CC2)CC1 (stereo not drawn)	-37%	i	44%	0.1%	1.1	-14%	2.4	51	-3.0%	-0.1%
CCOc1ccc(/C=C2\SC(=O)N(CCNC(=O)CN3C(=O)NC4(CCCC4)C3=O)C2=O)cc1OC	-14%	.	3%	.	.	-33%	0.6	76	0.7%	0.3%
COC(=O)c1ccccc1NC(=O)COc1ccc(S(=O)(=O)NC(C)C)cc1	12%	i	-51%[20 µM]	-1.2%	1	-10%	-0.5	35	-2.0%	-0.1%
COC(=O)c1cc(Cl)c(NC(=O)C(C)C)cc1OC	-9%	i	-33%[20 µM]	1.2%	1.1	-23%	0.6	61	-3.9%	-0.1%
O=C1NCCN/C1=C\C(=O)c1ccc(Br)cc1	-105%	i	17%	.	.	-11%	0.6	49	1.1%	-0.1%
COc1ccc(Cl)cc1NC(=O)Cn1nnc(C(=O)NCCc2ccc(OC)c(OC)c2)c1N	7%	.	8%	.	.	-17%	-0.7	52	-2.1%	-0.1%
CC(=O)c1ccc(OCc2cc(C(=O)N3CCC[C@H]3CO)no2)cc1	14%	.	-6%	.	.	1%	-0.3	39	1.2%	-0.1%
O=C1CN(C(=O)c2ccccc2F)c2ccccc2N1	0%	i	18%	3.8%	1.1	-8%	0.3	71	-2.6%	-0.1%
Cc1ccc2ccc(C(Nc3ccccn3)c3ccccc3)c(O)c2n1 (stereo not drawn)	7%	i	1%	-0.2%	1.4	20%	5.4	98	0.2%	-0.2%
CC(C)C(=O)Nc1ccc(C(=O)N/N=C/C2CC3C=CC2C3)cc1 (stereo not drawn)	9%	i	15%	-0.2%	1.1	-6%	0.4	76	6.1%	0.6%
O=C(CSCc1cnn(-c2ccccc2)c1-n1cccc1)NCc1ccc2c(c1)OCO2	3%	i	19%	1.5%	1.1	-6%	.	.	-3.0%	-0.3%
Cc1ccc(NC(=O)CNCCCN2CCOCC2)cc1S(=O)(=O)N1CCCCC1	11%	i	-7%	.	.	7%	-0.5	52	4.8%	0.2%
O=C(Nc1nc(-c2cccs2)cs1)c1cccc(S(=O)(=O)N2CCCCCC2)c1	-15%	?	-37%	-1.0%	1	12%	2.2	80	0.2%	0.2%
COc1cccc(N2C(=NC(=O)C3CCCCC3)SC3CS(=O)(=O)CC32)c1 (stereo not drawn)	0%	.	16%	.	.	-21%	-0.5	54	-6.3%	-0.1%
Clc1ccccc1-c1nc(/C=N/N2CCOCC2)c2ccccn12	10%	i	-5%	-0.3%	1.1	-42%	-0.6	63	-2.6%	0.2%
CS(=O)(=O)N1CCC(C(=O)Nc2cccc(Br)c2)CC1	0%	.	3%	.	.	-7%	-0.2	75	0.1%	0.0%
CCc1n[nH]c(=S)n1/N=C/c1c(O)ccc2ccccc12	19%	.	-41%[20 µM]	.	.	24%	2.2	42	-2.8%	0.2%
CCC(C)(C)c1ccc(Oc2cccc(C(=O)O)c2)cc1	21%	i	28%	.	.	-2%	0.3	85	0.2%	-0.1%
CCOC(=O)c1cc(C(=O)c2cccs2)n2ccc(C(C)=O)cc12	17%	i	-26%	2.5%	1.1	-28%	5.5	55	0.1%	0.2%
CC(C)(C)c1nnc(NC(=O)c2cccnc2)s1	-10%	i	-41%[20 µM]	-1.9%	1.1	-25%	0.3	83	1.8%	-0.1%
O=C(NCC1CCCO1)C(c1cccs1)N(Cc1ccccc1Cl)C(=O)c1ccc(-c2ccccc2)[nH]1 (stereo not drawn)	-26%	i	16%	-2.2%	1.1	-11%	0.0	48	-5.2%	0.6%

Compound activity deposited in PubChem BioAssay by several laboratories.

These rows are one share of the data; rates above refer to the full screens.
